CXCR6 inh: CXCR6 receptor inhibitors, primary screen, cell-based, beta-arrestin, luminescence, CHO-K1 PathHunter, 1536-well; C-X-C chemokine receptor type 6 (Homo sapiens), O00574; inhibition, % at 20 µM; actives 0.36% (n = 360,000); AID 602244, 2012; in the data active = inhibition above about 34%, passing the limit was not always enough;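 also: antagonist mode with CXCL16 agonist at 10 nM final; 0% = 10 nM CXCL16 with DMSO and 100% = unstimulated wells without agonist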
Mdm2 MdmX PPI: inhibitors of human Mdm2-MdmX association, primary screen, cell-based, luminescence, split luciferase, SaOS-2, uHTS. SaOS-2 split-luciferase Mdm2/MdmX complementation. actives 3% (n = 330,000). Protein Mdm4 (Homo sapiens) + E3 ubiquitin-protein ligase Mdm2 (Homo sapiens), …. inhibition, % at 8 µM;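 active = inhibition of at least 50% at 8 µM in the primary screen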
Target sequence (O15151 whole entry, looked up): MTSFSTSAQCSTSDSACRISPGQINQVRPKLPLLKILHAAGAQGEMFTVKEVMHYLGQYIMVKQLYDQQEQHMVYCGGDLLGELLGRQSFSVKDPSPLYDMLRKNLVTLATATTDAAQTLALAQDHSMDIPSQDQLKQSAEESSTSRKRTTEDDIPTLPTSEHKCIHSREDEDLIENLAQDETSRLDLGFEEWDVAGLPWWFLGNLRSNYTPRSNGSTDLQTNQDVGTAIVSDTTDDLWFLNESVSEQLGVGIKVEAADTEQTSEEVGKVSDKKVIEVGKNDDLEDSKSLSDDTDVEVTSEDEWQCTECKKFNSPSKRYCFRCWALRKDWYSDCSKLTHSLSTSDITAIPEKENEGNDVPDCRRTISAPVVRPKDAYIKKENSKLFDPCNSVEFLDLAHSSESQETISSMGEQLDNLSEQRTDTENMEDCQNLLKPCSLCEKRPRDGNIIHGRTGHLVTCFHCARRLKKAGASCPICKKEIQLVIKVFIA
Target sequence (Q00987 whole entry, looked up): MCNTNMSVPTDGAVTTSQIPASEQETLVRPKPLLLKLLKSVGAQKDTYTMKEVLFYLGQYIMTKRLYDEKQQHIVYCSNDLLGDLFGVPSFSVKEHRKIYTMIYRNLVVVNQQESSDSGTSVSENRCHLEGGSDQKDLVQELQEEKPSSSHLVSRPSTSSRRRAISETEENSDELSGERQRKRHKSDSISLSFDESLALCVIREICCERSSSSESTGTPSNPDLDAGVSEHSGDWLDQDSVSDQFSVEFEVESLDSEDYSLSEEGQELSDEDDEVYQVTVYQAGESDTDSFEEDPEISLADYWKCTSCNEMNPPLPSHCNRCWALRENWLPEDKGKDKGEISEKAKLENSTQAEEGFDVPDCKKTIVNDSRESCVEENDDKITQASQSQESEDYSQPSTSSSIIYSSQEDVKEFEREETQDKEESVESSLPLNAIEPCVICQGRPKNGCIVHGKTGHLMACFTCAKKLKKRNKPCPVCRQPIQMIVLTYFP
APJ antagonist: antagonists of human apelin receptor APJ, primary screen, CHO-K1 cells, beta-arrestin complementation, luminescence. inhibition, % at 20 µM. actives 0.32% (n = 330,000). AID 2521, 2010. P35414;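 active = inhibition above about 40% at 20 µM, limit read from the data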;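 also: cells challenged with 10 nM apelin-13 agonist together with compound; plate controls were apelin-13 plus DMSO wells for no effect and DMSO wells lacking apelin-13 for full effect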
XBP1 UPR activ: activators of adaptive XBP1 UPR arm, primary screen, cell-based, CHO-XBP1 luciferase reporter, luminescence, uHTS; IRE1-XBP1 UPR activation; percent of tunicamycin response, DMSO as zero; activation, % at 20 µM; actives 0.33% (n = 330,000);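 active = versus positive control, 20 µM dose yields 30% or more activation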;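 also: 100% = tunicamycin at 10 µg/mL and 0% = DMSO only wells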
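Material: CHO-XBP1 cells stably carrying IRE1-XBP1-driven luciferase reporter / Amount: 1000 cells per well / Compound: 20 µM, 1% DMSO / Times: 6 h treatment, 37 °C / Detection: luciferase luminescence / Measure: % activation of reporter signal versus tunicamycin and DMSO controls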
tim23-1 inh: growth inhibitors of tim23-1 mutant yeast, primary screen, luminescence, uHTS | AID 463212, 2010 | S. cerevisiae tim23-1 growth, BacTiter-Glo luminescence, 24 h | actives 1.3% (n = 330,000) | inhibition, % at 20 µM;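 active = growth inhibition of the mutant yeast at or above 50%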;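 also: temperature-sensitive mutant grown at 25 °C; plate controls were DMSO-treated mutant yeast for no effect and medium wells lacking yeast for full effect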
CCR6 antagonist: CCR6 receptor antagonists, primary screen, cell-based, CHO-K1, luminescence, beta-arrestin, uHTS; actives 0.49% (n = 340,000); CHO-K1 CCR6 PathHunter beta-arrestin, CCL20-stimulated; C-C chemokine receptor type 6 (Homo sapiens), P51684; inhibition, % at 20 µM;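 active = compounds whose inhibition of the agonist-driven luminescence signal at 20 µM reaches about 50%, limit read from the data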;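 also: cells stimulated with CCL20 at 14 nM final; plate controls were DMSO with CCL20 for no effect and DMSO without agonist for full effect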
UPR CHOP act: activators of apoptotic CHOP UPR arm, primary screen, cell-based, CHO-CHOP luciferase reporter, luminescence, uHTS; UPR activation; percent of tunicamycin response over DMSO baseline; activation, % at 10 µM; actives 0.34% (n = 330,000);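 active = at 10 µM dose, activation of 40% or more, normalized to positive control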;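 also: 100% = tunicamycin at 10 µg/mL and 0% = DMSO alone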
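System: CHO CHOP reporter cells. Amount: 500 cells per well. Buffer or medium: F12 medium, 10% FBS. Compound dosing: one dose, 10 µM in 0.5% DMSO. Incubation: 6 h compound exposure at 37 °C after overnight seeding. Technique: Steady-Glo luciferase luminescence. Benchmarks: tunicamycin and DMSO controls.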
EBI2 block: EBI2 receptor antagonists, beta-arrestin recruitment, primary screen, cell-based, luminescence, 7a,25-OHC stimulation, uHTS; G-protein coupled receptor 183 (Homo sapiens), P32249; 7a,25-OHC stimulated; inhibition, % at 5 µM; actives 0.81% (n = 360,000); in the data active = inhibition above about 38%;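 also: enzyme fragment complementation signal reports receptor beta-arrestin coupling in cells; 0% = agonist plus DMSO wells and 100% = wells without agonist; some results beyond the cut were filed as inactive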
APJ agonist: agonists of human apelin receptor APJ, primary screen, CHO-K1 cells, PathHunter beta-arrestin, luminescence; P35414; 0% DMSO wells, 100% apelin; activation, % at 20 µM; actives 0.11% (n = 330,000);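 active = activation more than six SD over the plate average, tested at 20 µM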;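 also: 0% = DMSO alone and 100% = apelin-13 at 10 nM; some results filed as inactive read as strong as hits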
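assay system = CHO-K1 APJ beta-arrestin complementation cell line | input = cell density 1000 per well | dosing = compound 20 µM once, DMSO 1% | timing = compound 90 min 25 °C, reagent 1 h | measured by = luminescence from split beta-galactosidase complementation, Galacton Star/Emerald II substrate | read-out basis = APJ agonist activity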
The depositor's hits bear a star; · = no result given. Some of the compounds tested. The share of hits here may be higher or lower than overall.

SMILES | CXCR6 inh | Mdm2 MdmX PPI | APJ antagonist | XBP1 UPR activ | tim23-1 inh | CCR6 antagonist | UPR CHOP act | EBI2 block | APJ agonist
COc1ccc(CCN2CC(C(=O)NC3CCCCC3)CC2=O)cc1OC (stereo unspecified) | 10 | 6 | 7 | 3 | 3 | 12 | -1.0 | 4 | 2
Cc1ccc([N+](=O)[O-])cc1NC(=O)C(C)Sc1nnc(C)n1CC1CCCO1 (stereo unspecified) | -2 | 17 | 5 | -8 | 7 | 8 | 0.7 | -5 | 1
CCN(CC(=O)Nc1ccccc1OC)C(=O)/C=C/c1cccs1 | 5 | 5 | 18 | -2 | 10 | -1 | 1.3 | 2 | -4
COc1ccc(C2=NS(=O)(=O)N(C)C(C(=O)N(C)Cc3ccccc3)=C2)cc1 | -1 | 7 | 2 | 0 | 32 | 7 | 2.3 | 4 | -4
Cc1cc(C)nc(/N=C(\N)Nc2ccc(S(=O)(=O)Nc3nc(C)cc(C)n3)cc2)n1 | · | 10 | 7 | -2 | 9 | · | 11 | · | 0
CC1(C)CC(NC(=O)C(=O)NCCc2ccc(Cl)cc2)CC(C)(C)N1 | -5 | 14 | 6 | -2 | -4 | -2 | 0.1 | -7 | -4
O=C(NCc1nc2ccccc2[nH]1)C1=C[C@H](C2CCCCC2)C[C@H](OCCCCO)O1 | -1 | -4 | 13 | 0 | 19 | 3 | -2.7 | 3 | 5
O=C(CN1CCCCCC1)Nc1ccccc1 | -7 | 9 | 6 | -4 | -7 | -4 | 0.0 | -11 | -2
O=C(NNc1nc2cc3c(cc2s1)OCO3)c1ccc(F)cc1 | -6 | 20 | -49 | 2 | 18 | 20 | 0.9 | -12 | 5
O=C1SC(Cc2ccccc2)C(=O)N1c1ccccc1 (stereo unspecified) | 5 | -37 | -8 | -3 | 23 | 3 | 0.1 | 12 | -4
Cc1ccc(C(C[N+](=O)[O-])c2c(C)[nH]n(-c3ccccc3)c2=O)cc1 (stereo unspecified) | 6 | 21 | 0 | 4 | 75* | 25 | 11 | -2 | 4
COc1ccc(/C=C2/S/C(=N/S(=O)(=O)Cc3ccccc3)NC2=O)cc1OC | 4 | 1 | 7 | 2 | 5 | 17 | 2.8 | -8 | -3
COc1ccc(/C=C/C(=O)OCC(=O)NC(=O)NC(C)(C)C)cc1 | -9 | 15 | -19 | -1 | -7 | 4 | -0.3 | 25 | -2
CCSCCc1nnc(NC(=O)Nc2cccc(C(F)(F)F)c2)s1 | -18 | 95* | -2 | 11 | -16 | -2 | 7.1 | 7 | 2
O=C(CCc1nc(-c2ccc(F)cc2)no1)NCc1ccccc1CN1CCOCC1 | -2 | -6 | 6 | -4 | 8 | 11 | -0.8 | -2 | 4
CCCOc1cccc(CN2CCCCC2c2cccnc2)c1 (stereo unspecified) | 3 | -3 | -12 | -3 | 3 | 21 | -0.1 | -1 | 0
COc1cccc(-c2nnc(-c3ccco3)o2)c1 | 12 | -94 | 1 | 0 | -4 | 2 | 0.7 | -14 | -5
Cc1nc(SCCc2nc3ccccc3[nH]2)c2oc3ccccc3c2n1 | 4 | -3 | 1 | 3 | 18 | -5 | 1.3 | 9 | -3
CC(C)Cc1oc(C(=O)O)cc1CN | -6 | 2 | 14 | -3 | 8 | -8 | -0.3 | -2 | -8
Fc1ccccc1Nc1nc(Cl)nc(Cl)n1 | -2 | 10 | -8 | 3 | 6 | 5 | 0.6 | -8 | -3
Cc1ccc(CNC(=O)C(=O)NCC2OCCN2C(=O)c2cccs2)cc1 (stereo unspecified) | -6 | -27 | 22 | -2 | 15 | 2 | 2.1 | -4 | -1
O=C(CCN1CCOCC1)N1CCCC(Nc2ccc(F)cc2)C1 (stereo unspecified) | 2 | -24 | 6 | 0 | 2 | 17 | 0.3 | -5 | 0
Cc1cc(C)nc(N2CCN(S(=O)(=O)c3ccc(F)cc3)CC2)n1 | 2 | -1 | 10 | -5 | 20 | 6 | -0.6 | 0 | -2
CC1(C)OC(=O)C2(Cc3ccccc3N3CCCCC32)C(=O)O1 (stereo unspecified) | -7 | -22 | 4 | -1 | -3 | 1 | -0.8 | -3 | 4
N#CC(C(=O)CCN1C(=O)C2CC=CCC2C1=O)c1nc2ccccc2[nH]1 (stereo unspecified) | -2 | -2 | 13 | -2 | 20 | -9 | -1.3 | -2 | -1
O=C(COc1ccccc1)Nc1ccc(S(=O)(=O)N2CCCC2)cc1 | 0 | -3 | -12 | -4 | 27 | 14 | -0.6 | 5 | 0
CC(Nc1cc(C)cc(C)c1)=[N+](C)CCNS(=O)(=O)c1ccc(Cl)cc1 | 5 | 8 | 4 | -2 | 9 | 28 | -1.5 | 5 | -6
O=C(NCC1CCCO1)c1ccccc1NC(=O)c1cccc2ccccc12 (stereo unspecified) | -1 | -11 | -10 | 1 | 16 | -9 | -2.0 | 4 | -2
Cc1cccc(-c2nnc3n2N=C(c2ccc(Br)cc2)CS3)c1 | · | 8 | 13 | -4 | -25 | -2 | -1.1 | · | -3
O=C(COc1ccc(C(=O)c2ccccc2)cc1)Nc1ncccc1O | -5 | 11 | -27 | -1 | 23 | -15 | -0.5 | -2 | -6
C#CCSc1nnc(-c2cc3c(C(F)(F)F)nn(C)c3s2)n1C | 1 | -10 | -6 | 5 | 17 | -13 | 0.8 | -5 | -1
CC1CCCCC12NC(=O)N(CC(=O)OCC(=O)N(C)C1CCCCC1)C2=O (stereo unspecified) | 0 | 5 | 16 | -2 | -3 | 0 | -1.1 | -1 | -4
C[C@@H]1CN([C@H](C)CO)C(=O)c2cc(NS(=O)(=O)c3ccc(F)cc3)ccc2O[C@@H]1CN(C)Cc1ccc(Cl)c(Cl)c1 | -7 | 78* | -8 | 27 | 13 | 6 | 20 | 10 | -1
C[C@H]1CN=C(N(C)C)N1CCCCc1ccccc1 | -1 | 4 | 8 | -1 | -6 | 12 | 0.2 | -3 | 0
CCOc1ccc(S(=O)(=O)N2CCN(C(=O)CN3C(=O)NC4(CCCC4)C3=O)CC2)cc1 | 3 | 14 | -3 | -2 | 15 | 0 | 1.0 | 5 | -4
CCOc1ccc(C(C)=O)cc1NC(=O)/C=C\C(=O)O | 5 | -1 | -4 | -3 | 16 | 21 | -0.9 | 1 | -4
CCOC(=O)c1c(NC(C)=O)sc2c(OCC(O)CN(CC)CC)c(Br)ccc12 (stereo unspecified) | 0 | 85* | 1 | 0 | -20 | 9 | -0.7 | 9 | -1
N=c1n(N)c2ccccc2n1CC(=O)c1ccc(Br)cc1 | 0 | -1 | 0 | -1 | -3 | 9 | 2.3 | 7 | -1
CCOc1c2ccc(C(=O)N[C@H](C)C3CCCCC3)cc2nn1CC | -2 | -20 | -62 | -1 | 23 | -7 | 2.0 | -7 | 0
COc1ccccc1NC(=O)Nc1cc(C(C)(C)C)nn1C | -3 | 16 | 6 | -2 | 1 | -1 | 0.8 | 8 | 2
CCOC(=O)CSc1nc(C)c2cc(C)c(C)cc2n1 | -5 | -4 | -6 | 0 | 12 | 13 | -0.8 | 2 | 0
COc1ccc(Cl)cc1NC(=O)NCC1CCN(Cc2cc(C)ccc2C)CC1 | 0 | 58* | 2 | -2 | 18 | 9 | 3.5 | -4 | -1
O=c1c2ccccc2ccc2ccccc12 | 1 | 15 | 18 | 2 | 2 | 5 | 3.5 | -2 | -4
Cc1ccc(S(=O)(=O)N2CCC(C(=O)Nc3ccccc3N3CCCCC3)CC2)cc1 | 15 | -15 | -4 | -7 | 19 | 18 | 3.3 | 15 | -4
COc1ccc(CN2CCNC(=O)C2CC(=O)N(C)CCc2cnn(C)c2)c(F)c1 (stereo unspecified) | 6 | 19 | -16 | -3 | -1 | -7 | -1.6 | 3 | 3
CCc1c(C(=O)NNC(=S)NCC2CCCO2)csc1C (stereo unspecified) | -8 | -14 | 18 | -1 | 6 | 13 | 0.0 | -7 | -4
S=C1N(c2ccccc2)CN(C2CCCCC2)CN1c1ccccc1 | -14 | 1 | 7 | 0 | 38 | 8 | 2.0 | -8 | -2
O=c1[nH]c(CN(CCO)CCO)nc2c1C1(CCCCC1)Cc1ccccc1-2 | -1 | 3 | 3 | 2 | 2 | 36 | -0.4 | 1 | 9
CSc1sc(C(=O)NNC(C)=O)c2c1C1(CCC2)SCCS1 | -3 | 20 | 13 | -2 | 12 | -4 | -0.4 | -2 | -4
CCONc1ncnc2nonc12 | 5 | -26 | 17 | -1 | 2 | 12 | -1.7 | -1 | 1
COc1cc(SC)ccc1C(=O)OCC(=O)NC(=O)NC(C)C | -3 | -32 | 10 | 3 | 20 | 4 | 0.1 | 8 | -3
Cc1ccccc1OCCCC(=O)Nc1ccc(S(=O)(=O)Nc2onc(C)c2C)cc1 | -5 | 7 | 11 | -1 | 6 | 10 | -2.3 | 15 | -1
Cc1ccc(CNC(=O)c2ccc3c(=O)n(CC4CCCO4)c(=S)[nH]c3c2)cc1 (stereo unspecified) | -10 | 5 | 2 | -1 | 13 | 1 | -0.9 | 11 | -3
COc1ccccc1NS(=O)(=O)c1cccc(NC(=O)c2cc3ccccc3oc2=O)c1 | 7 | -11 | 8 | 8 | -24 | -11 | 8.4 | 4 | 1
CCS(=O)(=O)NCC(c1cccnc1)N1CCN(c2ccccc2F)CC1 (stereo unspecified) | 2 | 4 | 4 | -1 | -8 | 7 | -0.8 | -7 | -1
Cc1ccc(-c2nn(-c3ccccc3)cc2/C=N/n2c(-c3ccncc3)n[nH]c2=S)cc1 | 4 | 1 | -11 | 3 | 3 | 7 | 6.2 | 8 | 1
O=C(COc1ccc(Cl)cc1Br)N1CCN(S(=O)(=O)c2ccccc2)CC1 | -6 | 20 | 2 | -2 | 20 | 18 | -0.7 | 29 | -1
O=S(=O)(c1ccccc1)N1CCC(O)(CSc2ccc(Cl)cc2)CC1 | -1 | 37 | 0 | 4 | 34 | 10 | 1.7 | 22 | -2

Random excerpt: two records from the list.
SMILES | CXCR6 inh | Mdm2 MdmX PPI | APJ antagonist | XBP1 UPR activ | tim23-1 inh | CCR6 antagonist | UPR CHOP act | EBI2 block | APJ agonist
COc1ccc(CN2CCNC(=O)C2CC(=O)N(C)CCc2cnn(C)c2)c(F)c1 (stereo unspecified) | 6 | 19 | -16 | -3 | -1 | -7 | -1.6 | 3 | 3
CCONc1ncnc2nonc12 | 5 | -26 | 17 | -1 | 2 | 12 | -1.7 | -1 | 1

Bioassay records (PubChem BioAssay)
